Screening results from PubChem.
BRCT PPI green: qHTS Assay for Inhibitors of BRCT-Phosphoprotein Interaction (Green Fluorophore); Breast cancer type 1 susceptibility protein (Homo sapiens), P38398; BRCA1 BRCT-phosphopeptide binding, green fluorescence polarization; Potency, µM (titrated, usually from 76.9 µM), for the others: at the top dose activity change, negative = inhibition, hits mostly inhibitors; 0.05% of 75,000 active;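 further: potency means the concentration at half of the fitted maximal effect; plate controls were peptide without protein for full effect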
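Fluorescence polarization: His-tagged BRCT (~35 kDa BRCA1 C-terminus, 250 nM) bound to 100 nM fluorescein-labeled phosphorylated 10-aa BACH1 peptide, pH 7.3 phosphate buffer with DTT and Tween 20. Compounds incubated 12 min at room temperature; inhibition read as lowered polarization.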
Tau fil binding: qHTS Assay for Tau Filament Binding. 2% of 71,000 active. recombinant tau filaments, thioflavin S fluorescence, 15 h; filaments grown with octadecylsulfate alongside compound. AID 596, 2007. Microtubule-associated protein tau (Homo sapiens), P10636. Potency, µM (titrated, usually from 57.1 µM), inactives show at the highest dose activity change, negative = inhibition;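 further: potency means the concentration at half of the fitted maximal effect; on the % scale 0 is the no-effect control and ±100 the full control effect; actives lower thioflavin S fluorescence by blocking filaments or displacing dye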
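Quantitative HTS: thioflavine S signal from ODS-induced tau filaments, excited at 450 nm, emission 510 nm. Conditions: 1 uM tau, 30 uM ODS, 15 h at 37 C, pH 7.4.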
BRCT PPI red: qHTS Assay for Inhibitors of BRCT-Phosphoprotein Interaction (Red Fluorophore). BRCT-phosphopeptide binding, red fluorescence polarization. Potency, µM (doses to about 76.9 µM), inactives show top-dose activity change, negative = inhibition, actives largely listed as inhibitors. 0.03% of 75,000 active; further: on the % scale 0 is the no-effect control and ±100 the full control effect
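Rhodamine-labelled pBACH1 10-mer (100 nM) bound to BRCT domain (100 nM) at pH 7.3; compounds incubated 12 min room temperature, polarization read. Free peptide defines full inhibition; unlabelled decapeptide titrated as control.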
HADH2 inh: qHTS Assay for Inhibitors of HADH2 (Hydroxyacyl-Coenzyme A Dehydrogenase, Type II); recombinant HADH2, NADH fluorescence, beta-hydroxybutyryl-CoA; AID 886, 2007; 3.4% of 73,000 active; Potency, µM (doses to about 57.1 µM), without a hit: top-dose activity change, negative = inhibition, hits mostly inhibitors; further: potency means the concentration at half of the fitted maximal effect; on the % scale 0 is the no-effect control and ±100 the full control effect; nearly all actives have a fitted effect of over 60% in size; many of its hits are not listed in these tables
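His-tagged recombinant enzyme from E. coli, 20 nM, preincubated 15 min RT with compound; reaction started with 1 mM NAD+ and 90 uM beta-hydroxybutyryl-CoA in 100 mM Tris-HCl pH 9.0. NADH fluorescence (ex 360/em 450) read over 4 min; last-minus-first difference.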
Casp7 inh: qHTS Assay for Allosteric/Competitive Inhibitors of Caspase-7. P55210. recombinant caspase-7, Ac-DEVD-AFC fluorescence rate. Potency, µM (doses to about 57.5 µM), inactives show top-dose activity change, negative = inhibition, hits mostly inhibitors. 0.02% of 75,000 active; active means well fitted inhibition curve with a large enough effect in the main read-out, with a control signal flat, not every such curve was filed as active; inconclusive means small, poorly fitted or top-dose-only effect, or a change in a side signal; further: potency means the concentration at half of the fitted maximal effect; % of control where 0% means no effect
15-hLO inh: qHTS Assay for Inhibitors of 15-hLO (15-human lipoxygenase); purified 15hLO-1, xylenol orange hydroperoxide absorbance; Potency, µM (titrated, usually from 57.1 µM), for the others: at the top dose activity change, negative = inhibition, most hits filed as inhibitors; 1.4% of 74,000 active; AID 887, 2007; further: potency means the concentration at half of the fitted maximal effect; on the % scale 0 is the no-effect control and ±100 the full control effect; nearly all actives have a fitted effect of over 55% in size
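Quantitative HTS in 25 mM Hepes pH 7.5 containing 0.01% Triton X-100: human 15hLO-1 at 40 nM, arachidonic acid at 50 uM, 6 min turnover. Product quantified via ferrous oxidation/xylenol orange, 573:405 nm absorbance ratio.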
Rhodamine fluor: qHTS Assay for Spectroscopic Profiling in Rhodamine Spectral Region. Rhodamine-region fluorescence, 547/598 nm, Tris buffer; stronger effect = higher value. max dye-equivalent concentration, M. 0.05% of 59,000 active; in the data active means max dye-equivalent concentration above about 11 nM; inconclusive means between about 1.1 nM and that limit
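Intrinsic compound fluorescence, ex 547 / em 598 nm, CCD imager. Tris 100 mM pH 8.0; 15 min RT. Output = rhodamine dye-equivalent concentration at each compound concentration.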
HEK293 cAMP ctrl: qHTS Assay for Agonists of the Thyroid Stimulating Hormone Receptor: Activators of Intracellular cAMP Concentrations in Parental HEK 293; 2.5% of 73,000 active; Potency, µM (titrated, usually from 57.1 µM), without a hit: at the highest dose activation, most hits filed as activators; parental HEK293 CNG cAMP sensor, membrane potential fluorescence; further: potency means the concentration at half of the fitted maximal effect; % of control where 0% means no effect; nearly all actives have a fitted effect of over 55% in size
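Parental HEK 293 cells stably expressing a cAMP-gated CNG channel were loaded with membrane potential dye containing 100 uM RO 20-1724 for 60 min. Compound added for 30 min; depolarization read as fluorescence intensity at 590 nm.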
Pol III holo inh: qHTS Assay for Inhibitors of DNA Polymerase III Holoenzyme System; reconstituted DNA polymerase III holoenzyme replication, biochemical; 0.25% of 71,000 active; AID 603, 2007; Potency, µM (top dose mostly 57.1 µM), inactives show at the highest dose activity change, negative = inhibition; further: potency means the concentration at half of the fitted maximal effect; on the % scale 0 is the no-effect control and ±100 the full control effect
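Reconstituted *E. coli* holoenzyme (0.35 nM Pol III, 1 nM beta, 154 nM SSB, 2 nM primase) was preincubated with compound for 15 min at RT. Synthesis on 1.4 nM ssM13Gori ran 35 min, then was stopped with PicoGreen/EDTA and read as dsDNA fluorescence.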
Casp1 inh: qHTS Assay for Allosteric/Competitive Inhibitors of Caspase-1. Caspase-1 enzyme, Ac-WEHD-AFC fluorogenic rate. Potency, µM (top dose mostly 57.5 µM), without a hit: at the top dose activity change, negative = inhibition, hits mostly inhibitors. 0.03% of 75,000 active. AID 900, 2007;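 further: potency means the concentration at half of the fitted maximal effect; plate controls were vehicle for no effect and no substrate for full effect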
USP2a inh: qHTS Assay for Inhibitors of Ubiquitin-specific Protease USP2a; Ubiquitin carboxyl-terminal hydrolase 2 (Homo sapiens), O75604; USP2a enzymatic assay, qHTS inhibition; Potency, µM (series often up to 38.3 µM), for inactives: at the highest dose activity change, negative = inhibition, usual class: inhibitors; 0.1% of 60,000 active;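 further: potency means the concentration at half of the fitted maximal effect; nearly all actives have a fitted effect of over 60% in size; plate controls were DMSO for no effect and NEM full inhibition control for full effect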
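20 nM USP2 core + cpd, 30 min RT; add 20 nM Ub-PLA2/20 uM NBD C6-HPC; read Ex460/Em535 at 0 h and 2.5 h. Normalized to NEM; qHTS curve fit/classification.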
* hit, by the source's call; i = inactive; ? = inconclusive; · = not tested or not shown; [ ] = remark or other dose. Unless noted, the call rests on the fitted dose curve; in most records, active means well fitted curve in the direction sought with a large enough effect; inconclusive means small, poorly fitted or top-dose-only effect, or another doubt; inactive means no such curve, though single readings can be large; an effect the other way counts as inactive or inconclusive.

Below each SMILES – BRCT PPI green	Tau fil binding	Casp1 inh	Pol III holo inh	USP2a inh	15-hLO inh	HADH2 inh	BRCT PPI red	HEK293 cAMP ctrl	Casp7 inh	Rhodamine fluor
CCOC(=O)N1CCC(NC(=O)c2ccc3c(c2)N(C)CCS3)CC1
    -1.8%	5%	?	0%	9%	-27%	159%[activator]	-3.1%	3%	-21%	i
CN(CC(=O)N1CC(=O)N(CCc2ccccc2)C(=O)C1)S(=O)(=O)c1cccc2nsnc12
    0.0%	1%	-1%	-7%	35%[activator]	8%	2%	-1.0%	-15%	0%	i
COC(=O)C1C(=O)CC(C)(O)C(C(=O)OC)C1c1ccc2c(c1)OCO2 (stereo not drawn)
    -1.1%	-13%	-1%	5%	-4%	4%	-8%	-0.1%	8%	0%	·
O=C(NCC1CCCO1)C1CCC(=O)N1Cc1ccccc1Cl (stereo not drawn)
    -1.3%	5%	1%	4%	4%	9%	-4%	0.0%	10%	1%	i
CCOC(=O)CSC(CC)C(=O)Nc1nnc(C(C)C)s1 (stereo not drawn)
    -1.8%	-9%	-2%	2%	·	5%	8%	-0.8%	?	-1%	·
O=C(CN1CCN(c2ccccc2)CC1)Nc1ccccc1C(F)(F)F
    -2.8%	4%	1%	-3%	2%	-3%	2%	-1.0%	13%	0%	i
O=C(c1ccco1)N1CCN(C(=O)C2CCN(S(=O)(=O)c3cccs3)CC2)CC1
    -2.0%	6%	2%	-3%	3%	6%	2%	0.8%	2%	-2%	i
Cc1c(C(=O)NCc2cccnc2)oc2ccc(S(=O)(=O)N3CC(C)CC(C)C3)cc12 (stereo not drawn)
    -1.1%	47%	-1%	-1%	·	7%	-15%	0.8%	6%	-1%	·
O=C(c1cn(-c2ccccc2)nc1-c1ccccc1)N1CCOCC1
    0.2%	1%	0%	-6%	4%	-5%	14%	-0.5%	-6%	1%	i
COc1ccc(N2CSC3=C(C#N)C(c4ccc(OC)c(OC)c4)CC(=O)N3C2)c(OC)c1 (stereo not drawn)
    23%	20µM*	?	-16%	·	4µM*	?	1.4%	-3%	?	·
CCS(=O)(=O)Nc1ccc2c(c1)N(C(C)=O)c1ccccc1CC2
    -2.0%	5%	0%	0%	24%	3%	-2%	0.6%	-1%	-1%	i
NCCCC(O)(P(=O)(O)O)P(=O)(O)O
    -2.1%[3.08 µM]	·	0%	·	0%	-4%	·	-1.8%	·	1%	·
COc1ccc(N2CCN(C(=O)Cn3c(=O)[nH]c4ccsc4c3=O)CC2)cc1
    -3.7%	-3%	-1%	-2%	1%	-1%	-8%	0.4%	-1%	0%	i
Cc1n[nH]c(C)c1S(=O)(=O)N1CCCC(C(=O)NCC2COc3ccccc3O2)C1 (stereo not drawn)
    -1.4%	-4%	1%	-6%	-1%	10%	0%	-0.1%	?	0%	i
COc1ccc(-c2nnc(SCC(=O)c3cc(C)n(Cc4cccs4)c3C)o2)cc1
    4.2%	187%	-13%	?	21%	-19%	28%	-11%	?	-23%	i
CC(C)(C)C(=O)[C@H]([C@@H](c1ccccc1)N1CCOCC1)N1CCOCC1
    -3.1%[15.4 µM]	7%[11.4 µM]	-1%[11.5 µM]	-12%[11.4 µM]	·	10%[11.4 µM]	6%[11.4 µM]	-0.3%[15.4 µM]	25%[11.4 µM]	0%[11.5 µM]	i
COc1ccc(Cn2nnnc2C(c2cc3ccc(OC)cc3[nH]c2=O)N2CCCCCC2)cc1 (stereo not drawn)
    -3.1%	14%	-10%	-2%	·	-20%	-2%	1.5%	?	-3%	i
O=c1cnc2cnc(N3CCOCC3)nc2n1C[C@H]1CCCO1
    -0.3%	-2%	-14%	-4%	-15%	6%	0%	-3.2%	19%	-26%	i
CCOC(=O)c1c(C)nc2c(c1C)/C(=N/O)CC(C)(C)C2
    0.4%	9%	0%	-10%	·	1%	0%	-0.3%	12%	-2%	·
COCC#Cc1ccc(C2NC(C(=O)O)CCC2C)cc1 (stereo not drawn)
    -1.9%[15.4 µM]	·	-1%[11.5 µM]	·	·	0%[11.4 µM]	-5%[11.4 µM]	0.9%[15.4 µM]	-2%[11.4 µM]	2%[11.5 µM]	·
CC(C)NC(=O)CN(c1cccc(Br)c1)S(C)(=O)=O
    1.3%	6%	5%	1%	-6%	-5%	-22%	0.1%	-7%	0%	i
Cc1ccc(NC(=O)CSC(N)=O)cc1Cl
    -0.3%	12%	1%	-4%	27%	?	6%	0.3%	-15%	0%	·
COc1ccc2cc(C(c3nnnn3CCc3ccccc3)N3CCC(O)CC3)c(=O)[nH]c2c1 (stereo not drawn)
    9.5%	?	-2%	-2%	13%	11%	-6%	0.8%	-8%	-1%	2.4e-08M*
CCCn1nc(C(=O)NCc2ccccn2)c2ccccc2c1=O
    -2.5%	-8%	0%	-2%	8%	-3%	5%	-0.9%	5%	0%	i
COCCNc1ncnc2c1cnn2Cc1ccc(Cl)cc1
    -0.6%	-22%	0%	-4%	9%	6%	8%	-0.4%	-30%	0%	i
N#CC1=C(N)OC2=C(C(=O)CCC2)C12CCC1(CC2)OCCO1
    -3.0%	6%	-11%	18%	·	-12%	-22%	-0.1%	-3%	-5%	i
CC1=CC(=O)CC(C)(C)[C@@]1(O)/C=C\C(C)=C\C(=O)O
    ·	?	·	-4%	·	·	3%	·	-1%	·	i
COC(=O)c1cc(OC)c(OC)cc1NC(=O)Nc1ccccc1OC
    -0.2%	-2%	0%	-6%	-8%	3%	-2%	-1.4%	-13%	-3%	i
Cc1ccccc1-c1cc(-n2ccnc2)ncn1
    -0.9%	-3%	2%	-2%	-2%	-1%	-8%	0.8%	8%	-3%	i
O=C(Oc1ccccc1)N1CCC2(CC1)CCN(c1cccc(-c3ccccc3)c1)CC2
    2.2%	-10%	-6%	3%	54%[activator]	-10%	0%	0.0%	13%	-2%	i
CCOC(=O)c1c(-c2ccc(OC)cc2)nc2nonc2c1N
    -3.0%	-8%	0%	0%	-10%	4%	2%	-0.6%	-6%	-5%	i
CN(C)CCCN(C(=O)c1cccs1)c1nc(-c2ccccc2)cs1
    -4.8%	-19%	-2%	-10%	20%	-6%	-6%	1.1%	-12%	-2%	i
COc1ccc(OC)c2sc(N3CCCCC3)nc12
    -2.6%	-4%	-3%	-4%	-20%	-8%	5%	-0.1%	?	-1%	i
CCOC(=O)Cn1cc(-c2ccccc2)nn1
    -1.0%	3%	-5%	-4%	-4%	-28%	6%	-1.2%	2%	-2%	·
Cc1ccc(-n2c(SCC(N)=O)nc3c([nH]c4ccccc43)c2=O)cc1
    -3.1%	10%	-3%	-11%	·	-2%	-2%	-1.0%	3%	0%	·
COC(=O)N1CCC2(CC1)CN(C(=O)Nc1ccc(OC)cc1)C2
    0.6%	5%	0%	-3%	-2%	4%	1%	0.2%	5%	-4%	i
CC(C)NC(=O)[C@@H]1C[C@@]1(C)[C@@H](NC(=O)OCc1ccccc1)c1ccccc1
    -1.8%	-20%	-1%	1%	·	8%	16%	-0.3%	?	0%	·
O=C(Nc1nccs1)C1(S(=O)(=O)c2ccc(Cl)cc2)CC1
    -1.1%	0%	-3%	-2%	-2%	-3%	-3%	1.0%	4%	2%	i
COc1ccc(CCNC(=O)CN2CCCc3ccccc32)cc1OC
    0.7%	-10%	-1%	-5%	9%	0%	3%	0.7%	5%	-2%	i
COc1cccc(NC(=O)CNC(=O)c2ccccc2)c1
    -0.7%	10%	0%	1%	2%	-7%	-2%	-1.2%	2%	0%	i
CCCCCn1c(CN2CC(C)OC(C)C2)nc2c1c(=O)n(C)c(=O)n2C (stereo not drawn)
    -5.6%	-3%	-1%	-10%	·	7%	-8%	-3.6%	3%	1%	·

This is a subset, so the mix of outcomes need not match the whole.
